# PfHsp90 yeast 2: reduces growth (ATP signal) of yeast expressing P. falciparum Hsp90 | AID 504621 | 310,000 compounds, 0.32% hits | S. cerevisiae expressing PfHsp90, BacTiter-Glo ATP, 48 h; yeast lacking PDR1 and PDR3 efflux regulators | inhibition, % at 9.4 µM;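 active = every replicate shows inhibition above about 80%, whatever the replicate mean, limit read from the data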;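 also: 0% = DMSO neutral controls and 100% = 20 µM radicicol positive controls; yeast relying on Plasmodium falciparum Hsp90 in place of its own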
# OPRM1-OPRD1 inv: inverse agonists of human mu-delta opioid receptor heterodimerization | cell-based MOR-DOR heterodimer luminescence, inverse agonism | inhibition, % at 9.3 µM | 340,000 compounds, 0.21% hits | P35372+P41143; in the data active = inhibition above about 22%, passing the limit was not always enough;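 also: 0% = cells with DMSO and 100% = wells without cells with DMSO; values of inactives mirror those of a sister screen read the other way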
# DSG3 Ab inh: human desmoglein-3 autoantibody binding inhibition; DSG3-coupled beads, scFv-anti-DSG3-GFP binding, flow cytometry; active compounds read low; AID 588358; binding (percent of control), % at 10 µM; 310,000 compounds, 0.48% hits; P32926;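 active = binding more than 3 SD below its plate's average and above zero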;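 also: hits lower antibody fragment binding to DSG3; some compounds called inactive have numbers as strong as hits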
# Target sequence (P32926 whole entry, looked up, the tested form may be a part): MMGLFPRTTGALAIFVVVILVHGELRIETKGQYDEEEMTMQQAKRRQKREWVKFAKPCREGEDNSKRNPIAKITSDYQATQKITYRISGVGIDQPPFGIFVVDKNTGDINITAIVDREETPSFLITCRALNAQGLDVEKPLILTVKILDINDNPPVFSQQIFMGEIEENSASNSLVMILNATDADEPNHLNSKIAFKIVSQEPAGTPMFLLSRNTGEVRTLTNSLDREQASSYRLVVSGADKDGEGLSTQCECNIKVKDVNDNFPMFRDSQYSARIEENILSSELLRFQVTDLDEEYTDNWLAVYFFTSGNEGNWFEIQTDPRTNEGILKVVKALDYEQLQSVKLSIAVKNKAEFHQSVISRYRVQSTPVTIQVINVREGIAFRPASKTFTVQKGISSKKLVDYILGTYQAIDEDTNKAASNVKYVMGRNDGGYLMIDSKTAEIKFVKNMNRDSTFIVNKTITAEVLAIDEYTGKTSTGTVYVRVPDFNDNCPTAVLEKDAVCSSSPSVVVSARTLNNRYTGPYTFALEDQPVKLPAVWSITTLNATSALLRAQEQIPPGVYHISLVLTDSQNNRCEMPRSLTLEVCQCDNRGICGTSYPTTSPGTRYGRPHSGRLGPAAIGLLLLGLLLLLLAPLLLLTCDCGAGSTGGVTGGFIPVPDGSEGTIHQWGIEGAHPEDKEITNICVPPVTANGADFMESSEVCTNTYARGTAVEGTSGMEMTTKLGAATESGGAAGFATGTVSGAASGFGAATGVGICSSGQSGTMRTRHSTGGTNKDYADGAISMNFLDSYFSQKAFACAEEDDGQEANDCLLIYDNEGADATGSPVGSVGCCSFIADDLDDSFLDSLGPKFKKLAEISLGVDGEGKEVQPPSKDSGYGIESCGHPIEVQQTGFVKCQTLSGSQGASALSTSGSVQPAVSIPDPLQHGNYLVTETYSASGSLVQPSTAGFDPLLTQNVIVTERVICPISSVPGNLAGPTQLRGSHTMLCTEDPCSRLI
# SUMO Mot1 rescue: blocks SUMOylation pathway, rescuing yeast Mot1-301 growth; growth rescue, % at 18.8 µM; AID 2716; S. cerevisiae Mot1-301 growth rescue, ATP luminescence, 38.5C; percent above DMSO median, 100 means doubled; 320,000 compounds, 1% hits;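 active = every valid replicate shows activation above 250% relative to neutral control wells; inactive = the rest, any valid replicate at or below 250%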;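 also: OY570 slx delta 5 strain wells were the positive control but not used for scaling; some compounds called inactive have numbers as strong as hits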
# AddAB inh: less growth of phage-infected E. coli with AddAB | inhibition, % at 11.9 µM | 330,000 compounds, 0.29% hits | E. coli expressing H. pylori AddAB, absorbance growth; in the data active = inhibition above about 12%;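 also: 0% = vehicle wells of infected cells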
# MOR-DOR ag: OPRM1-OPRD1 heterodimerization agonism | cells, luminescence | 340,000 compounds, 0.3% hits | AID 504326 | activation, % at 9.3 µM; in the data active = activation above about 18%;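 also: 0% = vehicle-treated cells and 100% = reference agonist; values of inactives mirror those of a sister screen read the other way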
# Arr AP2 block: blocks beta-arrestin peptide binding to AP2 adaptin; AID 504490; 340,000 compounds, 0.31% hits; inhibition, % at 10 µM; FITC-arrestin peptide / GST-AP2 beads, flow cytometry; AP2 beta2 appendage carries R879A mutation;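 active = inhibition above a set limit, near 3 SD of compounds lacking own fluorescence, cut at about 54% in these data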;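 also: plate controls were DMSO wells for no effect and 5 µM unlabelled arrestin peptide for full effect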
#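 System: GST-AP2 R879A bound to glutathione beads, E. coli-expressed. Also added: 50 nM FITC-arrestin peptide. Schedule: compound with beads 12 min RT, then probe 1 h RT. Signal: bead flow cytometry, FITC channel. Read-out basis: percent response.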
# PKA-R1A act: PKA-R1A complex activation; 340,000 compounds, 0.083% hits; P00514+P68181; PKA-R1A dissociation, Cy5-IP20 fluorescence polarization; scaled: DMSO 0%, 113 µM cGMP 100%; activation, % at 11.4 µM;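 active = percent activation above the mean of all tested compounds plus 3 SD, cut at about 19% in these data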;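 also: higher means more PKAc released from R1A so a rise in polarization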
# phage Ecoli inh: E. coli growth loss with phage present | 360,000 compounds, 0.26% hits | AID 651602 | growth absorbance | inhibition, % at 11.9 µM; in the data active = inhibition above about 11%
# Ecoli viability: reduces bacterial viability in AddAB counter-screen; E. coli V3065 growth, OD600 absorbance, 18 h; inhibition, % at 11.9 µM; 330,000 compounds, 0.27% hits; AID 449728;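 active = inhibition above the campaign's mean inhibition across all tested compounds plus 3 SD, cut at about 9.9% in these data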;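 also: uninfected addAB+ strain grown without phage in ampicillin broth; 0% = DMSO wells and 100% = ciprofloxacin 0.95 µg/ml wells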
# Tat export inh: inhibitors of E. coli Tat protein transport. E. coli MC4100 TorA-mCherry Tat export, fluorescence. inhibition, % at 10 µM. 340,000 compounds, 0.036% hits;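 active = mean replicate inhibition at least 50% and at least half of replicates individually reaching 50%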;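 also: exported cargo escapes ClpAP degradation while cytoplasmic cargo is degraded and loses fluorescence; 0% = median of neutral control wells and 100% = median of NaSCN control wells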
# * = called active by the depositor; . = not tested or not shown.
SMILES,PfHsp90 yeast 2,OPRM1-OPRD1 inv,DSG3 Ab inh,SUMO Mot1 rescue,AddAB inh,MOR-DOR ag,Arr AP2 block,PKA-R1A act,phage Ecoli inh,Ecoli viability,Tat export inh
C#CCNC(=O)C1=C[C@H](c2csc3ccccc23)C[C@H](OCc2ccc(CO)cc2)O1,-21,9,102,61,0.5,-1.6,-2,-7,0.1,0.9,-14
CC(C)NC(=O)CN(c1cccc([N+](=O)[O-])c1)S(=O)(=O)c1ccccc1,36,22,111,50,1.2,-4.7,-3,2,0.9,-0.7,4
O=C(Nc1ccc(Cl)c(NC(=O)c2cccs2)c1)c1ccco1,16,12,118,19,1.1,-2.5,16,-6,-0.9,2.0,6
COc1ccc(Cl)cc1-c1nc(SCC(=O)NC(C)(C)C)n[nH]1,.,8,118,41,0.0,-1.7,-8,-6,2.9,-0.9,2
O=C(Cn1nnc(-c2ccccc2)n1)Nc1cccc(S(=O)(=O)N2CCOCC2)c1,-53,0,98,1,0.5,0.0,10,10,4.0,-0.2,3
COc1cccc(C(=O)Nc2ccc3c(c2)C(=O)N(CCC(=O)O)C3=O)c1,0,13,.,-20,0.8,-2.5,12,4,4.6,0.9,4
Cn1nnnc1SCc1csc(Nc2ccccc2)n1,0,10,117,2,-0.8,-1.7,-2,5,1.9,0.6,-8
CCOC(=O)/C(C#N)=C/Nc1ccccc1NS(=O)(=O)c1ccc2c(c1)OCCO2,4,18,107,0,0.6,-4.5,10,-5,0.8,-1.1,7
NNC(=O)[C@H](Cc1ccccc1)NC(=O)NCCc1ccccc1,-16,8,95,-7,-0.7,-1.8,-2,15,3.4,-1.4,-13
CCOc1ccc(N(CC(=O)NCC2CCCO2)S(=O)(=O)c2ccc(Cl)cc2)cc1 (stereo unspecified),19,14,95,-4,3.0,-2.6,20,-15,2.8,1.6,-4
CCOC(=O)CCCCC(=O)c1[nH]c(=O)[nH]c1CSc1nc2ccccc2[nH]1,-6,11,118,-5,-0.1,-1.9,-3,-9,3.7,-1.4,-14
O=C(/C=C/c1ccc([N+](=O)[O-])cc1)OCC(=O)N1CCOCC1,22,5,84,-9,1.8,-1.0,9,-7,1.0,2.1,-7
Cc1cc(S(=O)(=O)N(Cc2ccc(C(C)(C)C)cc2)Cc2cccs2)ccc1-n1cnnn1,6,-6,101,-9,4.2,1.3,21,1,1.6,0.3,-3
CCCC(C(=O)Nc1ccc(S(=O)(=O)Nc2nccs2)cc1)c1ccccc1 (stereo unspecified),.,0,102,.,.,0.0,0,-3,5.6,.,0
CCc1nc(SCc2cccnc2)[nH]c(=O)c1C,21,17,.,245,-0.2,-2.8,26,8,2.6,1.2,4
Cc1oc2nc(SCCCC(=O)NCCO)nc(N)c2c1C,1,8,99,0,-0.3,-1.4,0,3,3.5,2.0,1
Cc1ccc(S(=O)(=O)N2[C@@H](c3ccc(Br)cc3)C(C(=O)O)=CC[C@H]2c2ccc3c(c2)OCO3)cc1,-23,0,98,.,2.4,-0.1,-4,4,-0.1,1.6,4
Cc1csc(=O)n1CC(=O)Nc1ccc(C(C)C)cc1,.,-12,115,.,.,1.8,-7,-12,1.9,.,-3
CC(=O)Nc1ccc(S(=O)(=O)NCc2ccncc2)cc1,-17,2,104,6,5.1,-0.4,27,-18,1.2,3.3,-9
Cc1ccc(NC(=O)N2CCC(c3ccccc3)C2)cc1C (stereo unspecified),-4,8,94,-6,2.8,-1.5,8,-15,0.5,2.0,7
CCOC(=O)c1cc(C#N)c(N)nc1C,-9,-6,102,-13,2.0,1.2,-2,7,-0.4,0.5,-1
CCCn1nnc2ccccc2c1=O,-7,1,.,-5,4.4,-0.1,20,3,0.2,-1.1,-3
Cc1c(C#N)c2ccccc2n1CC(=O)O,-1,5,82,7,0.9,-1.0,2,9,1.7,-1.3,-4
NNC(=O)CCn1c2ccccc2c2ccccc21,27,-10,108,7,-0.8,1.9,53,2,1.1,-0.3,-4
COc1ccc(CSc2ccc(-c3nc4ccccn4c3NCc3ccccc3)cc2OC)cc1,-7,-4,103,-12,-0.9,0.7,2,-9,3.3,1.3,2

# 3 compounds drawn at random from the list so far:
SMILES,PfHsp90 yeast 2,OPRM1-OPRD1 inv,DSG3 Ab inh,SUMO Mot1 rescue,AddAB inh,MOR-DOR ag,Arr AP2 block,PKA-R1A act,phage Ecoli inh,Ecoli viability,Tat export inh
Cn1nnnc1SCc1csc(Nc2ccccc2)n1,0,10,117,2,-0.8,-1.7,-2,5,1.9,0.6,-8
CC(C)NC(=O)CN(c1cccc([N+](=O)[O-])c1)S(=O)(=O)c1ccccc1,36,22,111,50,1.2,-4.7,-3,2,0.9,-0.7,4
CCOC(=O)/C(C#N)=C/Nc1ccccc1NS(=O)(=O)c1ccc2c(c1)OCCO2,4,18,107,0,0.6,-4.5,10,-5,0.8,-1.1,7

# Exported with tabs: entries from further up
SMILES	PfHsp90 yeast 2	OPRM1-OPRD1 inv	DSG3 Ab inh	SUMO Mot1 rescue	AddAB inh	MOR-DOR ag	Arr AP2 block	PKA-R1A act	phage Ecoli inh	Ecoli viability	Tat export inh
CCOc1ccc(N(CC(=O)NCC2CCCO2)S(=O)(=O)c2ccc(Cl)cc2)cc1 (stereo unspecified)	19	14	95	-4	3.0	-2.6	20	-15	2.8	1.6	-4
CCOC(=O)CCCCC(=O)c1[nH]c(=O)[nH]c1CSc1nc2ccccc2[nH]1	-6	11	118	-5	-0.1	-1.9	-3	-9	3.7	-1.4	-14
O=C(/C=C/c1ccc([N+](=O)[O-])cc1)OCC(=O)N1CCOCC1	22	5	84	-9	1.8	-1.0	9	-7	1.0	2.1	-7
Cc1cc(S(=O)(=O)N(Cc2ccc(C(C)(C)C)cc2)Cc2cccs2)ccc1-n1cnnn1	6	-6	101	-9	4.2	1.3	21	1	1.6	0.3	-3

# The listing continues.
SMILES,PfHsp90 yeast 2,OPRM1-OPRD1 inv,DSG3 Ab inh,SUMO Mot1 rescue,AddAB inh,MOR-DOR ag,Arr AP2 block,PKA-R1A act,phage Ecoli inh,Ecoli viability,Tat export inh
Cn1c(CNc2nc3ccccc3n2CCN2CCCCC2)nc2ccccc21,56,.,.,1,2.2,.,0,-6,1.1,-0.1,5
O=C(NCc1ccncc1)c1cnccn1,.,14,.,5,1.1,-2.3,-1,-13,2.4,1.7,1
COc1ccc(-c2c(C(=O)O)c(C(=O)O)c3n2CCC3)cc1,-2,20,95,-3,-0.2,-4.5,30,-8,1.7,-1.7,7
O=C(CN1CCCC1)Nc1nnc(-c2cccs2)s1,22,-10,97,10,-0.2,1.6,0,-1,5.1,1.0,9
COc1cc(OC)c(C(=O)/C=C/c2ccc(OCc3ccccc3)c(OC)c2)c(OC)c1,31,5,116,-1,.,-0.8,2,-2,-0.8,.,-6
Cc1ccc2c(COC(=O)CC3Sc4ccccc4NC3=O)cc(=O)oc2c1C (stereo unspecified),21,1,95,-15,2.4,-0.2,20,0,3.9,-3.1,-4
COc1ccc(CCNC(=O)CCCn2nc(C)n3ccnc3c2=O)cc1OC,39,0,100,14,-0.5,0.0,3,-12,1.2,-0.9,1
CCN1/C(=C/c2ccc3ccccc3[n+]2CCCS(=O)(=O)[O-])C=Cc2cc(C)ccc21,16,13,114,-11,.,-3.0,15,6,-2.5,.,-7
O=C1CC2c3ccccc3C1C1C(=O)N(CCc3ccccc3)C(=O)C21 (stereo unspecified),.,-25,85,230,0.2,3.4,0,-6,4.8,0.2,-3
CC(=O)NC1C(=O)Nc2c1cccc2C(F)(F)F (stereo unspecified),-6,30*,95,13,1.4,-6.6,11,-1,-0.8,0.4,8
O=C(CN1C(=O)NC2(CCCc3ccccc32)C1=O)c1ccccc1F (stereo unspecified),-11,3,122,-2,-1.7,-0.6,-10,-3,5.2,-1.7,-5
CC(=O)N(/N=C/c1ccc(C)cc1)c1nc(CCl)cs1,1,8,100,-17,0.8,-1.5,11,0,1.7,1.8,-14
COc1ccc(S(=O)(=O)N2CCN(C(=O)c3cc(C)oc3C)CC2)cc1,27,10,100,450,4.3,-1.8,1,-1,4.6,2.4,1
CCN1C(=O)[C@H]2[C@@H](c3ccc(-c4ccc(OC)cc4)cc3)N[C@@](CC(C)C)(C(=O)OC)[C@H]2C1=O,-1,5,96,19,2.8,-0.9,1,-1,0.5,0.2,0
CCCn1c(N)[n+](CC(=O)c2ccco2)c2ccccc21,2,12,98,-8,2.9,-2.2,-3,-3,-0.4,-0.9,-6
CCOC(=O)C(Sc1n[nH]c(N)n1)c1ccccc1 (stereo unspecified),-6,5,.,-19,2.6,-1.2,4,-8,-0.2,1.1,6
CCN1CCN(c2ncnc3scc(-c4ccc(C)cc4)c23)CC1,1,6,101,-8,-1.1,-1.4,12,-6,4.3,0.3,-2
COc1cc2c(cc1OC)C(C)=NCC2,-5,7,98,8,2.0,-1.3,-5,-6,4.8,-1.8,10
CCOc1ccc(S(=O)(=O)N=C(c2ccccc2)N2CCOCC2)cc1,.,6,99,18,-1.6,-1.2,14,6,2.7,-1.2,-3
CC(=O)Nc1ccc(NC(=O)C2CCN(C(=O)c3cccs3)CC2)cc1,-21,7,83,18,4.2,-1.1,-3,-2,5.2,1.1,-3
N/N=C(/Cc1nc2ccccc2[nH]1)c1ccc([N+](=O)[O-])cc1,12,-1,99,-16,3.1,0.3,3,11,2.1,0.0,-1
CCNC(=O)NC(=O)C(C)Sc1nnc(COc2ccccc2Cl)o1 (stereo unspecified),-15,0,105,186,5.4,-0.1,-8,8,2.5,1.9,10
CCOC(=O)c1cc(S(=O)(=O)N2CCOCC2)cn1C,-8,15,110,-11,1.6,-2.8,1,0,1.4,0.5,2
O=c1c2cc(N3CCOCC3)ccc2[nH]c(=S)n1CCCN1CCCCC1,-23,1,101,-9,4.3,-0.2,-2,-10,0.2,0.2,-1
Cc1cc(N)n(-c2ncnc3scc(-c4ccc(Cl)cc4)c23)n1,-6,18,.,-33,-0.1,-2.9,-10,-4,1.2,-0.9,-1
# Next structures
SMILES,PfHsp90 yeast 2,OPRM1-OPRD1 inv,DSG3 Ab inh,SUMO Mot1 rescue,AddAB inh,MOR-DOR ag,Arr AP2 block,PKA-R1A act,phage Ecoli inh,Ecoli viability,Tat export inh
Cc1ccccc1Nc1ncnc2c1cnn2Cc1ccccc1,.,.,104,9,0.4,.,-5,.,1.9,0.8,.
COc1ccc(/C=C(/C#N)C(=O)Nc2ccccc2C)cc1C(=O)O,26,-4,100,0,-0.6,0.7,-1,-1,2.5,-2.3,6
O=C(C1CCN(c2ncnc3c2nc2n3CCCCC2)CC1)N1CCN(c2ccc(F)cc2)CC1,-5,15,99,4,4.9,-2.8,8,-13,3.2,-1.9,14
COc1ccc(CCCN2CCC(CN3CCNC(=O)C3=O)CC2)cc1OC,7,5,114,.,.,-1.0,-6,-10,1.4,.,1
COc1cc(NC(=O)[C@@H]2CCCN(S(=O)(=O)c3cccc4cccnc34)C2)cc(OC)c1OC,-7,-3,107,228,-3.0,0.5,3,6,2.3,-2.1,-1
Cn1nnc(NC(=O)CSc2ccc(Cl)cc2)n1,14,8,108,2,-0.7,-1.5,-1,4,0.2,-0.7,-5

# Screening data (PubChem)
